Screens: PubChem, Sanford-Burnham Center for Chemical Genomics
SENP7 inh = blocks the human protease SENP7 | Q9BQF6 | recombinant SENP7, Z-RLRGG-aminoluciferin luminescence, 40 min | inhibition, % at 5 µM | actives 1.5% (n = 330,000) | AID 434973;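 active = inhibition above about 50% at the single test dose, limit read from the data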;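 also: plate controls were DMSO with enzyme for no effect and no enzyme buffer wells for full effect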
Target sequence (Q9BQF6 706-1050 limits assumed): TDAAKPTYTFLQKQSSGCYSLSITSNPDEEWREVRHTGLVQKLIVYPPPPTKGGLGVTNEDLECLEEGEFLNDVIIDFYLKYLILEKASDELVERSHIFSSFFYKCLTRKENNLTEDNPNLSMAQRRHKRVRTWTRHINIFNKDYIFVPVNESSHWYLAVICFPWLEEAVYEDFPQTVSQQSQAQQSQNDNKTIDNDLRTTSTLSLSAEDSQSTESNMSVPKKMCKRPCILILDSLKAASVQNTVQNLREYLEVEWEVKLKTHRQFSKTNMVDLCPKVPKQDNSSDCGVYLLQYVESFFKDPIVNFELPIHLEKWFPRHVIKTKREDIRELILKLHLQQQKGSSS
PfG6PD inh = PfG6PD (Plasmodium falciparum) enzyme inhibition. AID 504690. PfGluPho enzyme, NADPH resazurin-diaphorase fluorescence. actives 0.78% (n = 350,000). inhibition, % at 20 µM;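 active = inhibition reaching at least a set limit at 20 µM in the primary screen, cut at about 59% in these data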;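 also: 0% = DMSO wells with substrate and 100% = DMSO wells lacking glucose-6-phosphate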
ATG4B inh = ATG4B (human) cysteine protease inhibition; Q9Y4P1; ATG4B cleavage of LC3-PLA2, NBD-HPC fluorescence, 1 h; inhibition, % at 8.33 µM; actives 0.51% (n = 340,000); in the data active = inhibition above about 40%
SENP6 block = SENP6 protease inhibition; Q9GZR1; Recombinant SENP6 catalytic domain, aminoluciferin luminescence; inhibition, % at 10 µM; actives 1.8% (n = 330,000); AID 2599;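 active = inhibition above about 50% at the single tested dose, limit read from the data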;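 also: plate controls were DMSO wells with enzyme for no effect and DMSO wells lacking enzyme for full effect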
Target sequence (Q9GZR1 628-1112 limits assumed): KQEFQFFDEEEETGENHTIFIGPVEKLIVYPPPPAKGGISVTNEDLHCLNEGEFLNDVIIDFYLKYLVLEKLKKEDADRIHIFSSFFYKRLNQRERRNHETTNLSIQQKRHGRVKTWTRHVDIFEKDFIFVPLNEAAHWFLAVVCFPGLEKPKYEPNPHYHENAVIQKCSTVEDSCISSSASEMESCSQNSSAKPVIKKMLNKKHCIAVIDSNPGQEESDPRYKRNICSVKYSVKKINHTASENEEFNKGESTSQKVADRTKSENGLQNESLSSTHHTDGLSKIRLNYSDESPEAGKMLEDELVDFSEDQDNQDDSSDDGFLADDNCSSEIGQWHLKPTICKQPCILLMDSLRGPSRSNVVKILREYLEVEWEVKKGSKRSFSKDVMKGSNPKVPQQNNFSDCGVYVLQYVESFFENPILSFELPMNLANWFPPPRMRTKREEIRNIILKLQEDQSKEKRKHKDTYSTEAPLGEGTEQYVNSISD
MPTP block = inhibitors of mitochondrial permeability transition pore; isolated mouse mitochondria, Ca2+ swelling absorbance, 30 min; actives 1.4% (n = 360,000); inhibition, % at 10 µM; AID 602449;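 active = inhibition of 50% or more, scaled per plate between neutral and stimulator controls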;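 also: 0% = DMSO wells given calcium and 100% = 1 mM EGTA wells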
NR3A LBD binder = modulators (binders) of human NR3A ligand-binding domain; NR3A LBD differential scanning fluorimetry, Tm shift; 0% = protein alone, 100% = glycine-bound protein; Tm shift relative to glycine control, % at 25 µM; actives 2.5% (n = 340,000);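 active = melting temperature shift of at least 10% of the positive control shift, at one fixed dose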
HKDC1 inh = HKDC1 (human) hexokinase inhibition. Q2TB90. recombinant HKDC1, G6PDH/diaphorase resazurin coupled fluorescence. inhibition, % at 20 µM. actives 0.16% (n = 340,000). AID 493160;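 active = inhibition above about 35% when tested at 20 µM, limit read from the data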;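 also: plate controls were DMSO wells with enzyme for no effect and DMSO wells lacking enzyme for full effect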
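Test system: Recombinant HKDC1 (HK5) hexokinase enzyme, produced in-house | Input: HKDC1 at 5 µg/mL | Buffer or medium: Tris pH 8.0 buffer with MgCl2, Tween-20, BSA, BME | Schedule: 90 min reaction incubation at room temperature, dark | Technique: Resazurin-to-resorufin fluorescence via G6PDH and diaphorase coupling, 525/613 nm | Controls: DMSO wells with and without enzyme mix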
SENP8 block = inhibitors of human SENP8 protease; Q96LD8; recombinant SENP8, Nedd8 substrate fluorescence; inhibition, % at 20 µM; actives 0.64% (n = 360,000); in the data active = inhibition mostly above about 40%, no sharp cut-off; inactive = mostly below about 27%
Target sequence (Q96LD8 whole entry, looked up): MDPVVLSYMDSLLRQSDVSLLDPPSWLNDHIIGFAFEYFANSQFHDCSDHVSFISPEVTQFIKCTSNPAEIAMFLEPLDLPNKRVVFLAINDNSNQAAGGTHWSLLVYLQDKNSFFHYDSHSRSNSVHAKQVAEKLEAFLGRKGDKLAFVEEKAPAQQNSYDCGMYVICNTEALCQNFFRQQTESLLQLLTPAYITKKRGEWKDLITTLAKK
* marks the source's active call; other numbers are inactive results; x = not tested or not shown.

SMILES	SENP7 inh	PfG6PD inh	ATG4B inh	SENP6 block	MPTP block	NR3A LBD binder	HKDC1 inh	SENP8 block
Cc1ccc(NC(=O)CSCC(=O)N2CCCc3ccccc32)cc1	4	6	2	0	-0.1	1	-2	9
O=C(Nc1ccnn1C1CCN(Cc2ccccc2OC(F)F)CC1)c1cccnc1	1	-6	9	14	-1.8	0	-5	15
CC(=O)N1CCC(=NNS(=O)(=O)c2cccc([N+](=O)[O-])c2)CC1	x	15	-6	x	-0.6	5	-7	13
CC(C)NC(=O)CN1CCC(c2ccccc2)C(O)C1 (stereo not drawn)	-8	1	-14	-14	1.5	2	-12	6
CCCc1cc(=O)n2[nH]c(NC(=O)c3ccco3)nc2n1	3	3	8	-7	-0.7	0	0	11
CCN1/C(=C/C=C/c2oc3ccc4ccccc4c3[n+]2CC)Oc2ccc3ccccc3c21	14	60*	91*	-6	x	1	51*	x
Cc1ccc(C(=O)NNC(=O)CCCCC(=O)NNC(=O)c2ccc(C)cc2)cc1	12	-4	-1	8	-0.2	2	-5	6
O=C(NC(=S)NCc1ccccc1)c1cccnc1	-6	1	-2	-11	-0.6	1	-8	12
N#Cc1nc(-c2cccc3ccccc23)oc1NCCN1CCCCC1	4	10	-11	-7	-0.3	-6	-5	-313
COc1ccccc1C1=NC(c2ccc(C)cc2)N=C1C (stereo not drawn)	-4	5	-1	-8	3.0	0	-4	18
Cc1ccc(-c2nnc(COC(=O)c3cc(=O)[nH]c4ccccc34)o2)cc1	5	-2	-1	-18	0.6	-1	-5	-196
COc1ccc(NC(=O)NCc2ccc3c(c2)OCO3)c(OC)c1	7	3	0	-4	0.6	-1	2	2
CCC(C)c1ccccc1NC(=O)COc1ccc(-c2nnco2)cc1 (stereo not drawn)	-3	-9	4	0	2.2	0	3	12
COc1ccccc1NC(=O)Nc1nc(CC(=O)NCc2cccnc2)cs1	-1	2	-8	-8	-0.5	1	-6	21
COc1ccc(Cl)cc1NC(=O)CSc1nc(N2CCOCC2)nc(N2CCOCC2)n1	-4	31	2	-11	0.2	5	14	-5
COc1ccc(C(=O)O)cc1S(=O)(=O)Nc1ccccc1C(=O)NCc1ccc2c(c1)OCO2	5	-17	8	6	0.2	0	3	-117
COc1ccc(NC(=O)Cn2nc(C(F)(F)F)c3c2CCCC3)c(OC)c1	1	2	10	-16	1.4	4	0	24
O=S(=O)(NC1CCCCCCC1)c1ccccc1	19	-7	1	-2	-0.7	-1	-5	15
CC1CN(c2nc3ccccc3nc2NS(=O)(=O)c2ccccc2)CC(C)O1 (stereo not drawn)	-1	1	-7	-8	3.1	3	-6	-491
COc1ccc(/C=C2\Oc3cc(OC(=O)N4CCOCC4)ccc3C2=O)cc1	0	7	-15	-11	27	1	5	-426

A stretch of the results above:
SMILES	SENP7 inh	PfG6PD inh	ATG4B inh	SENP6 block	MPTP block	NR3A LBD binder	HKDC1 inh	SENP8 block
CCCc1cc(=O)n2[nH]c(NC(=O)c3ccco3)nc2n1	3	3	8	-7	-0.7	0	0	11
CCN1/C(=C/C=C/c2oc3ccc4ccccc4c3[n+]2CC)Oc2ccc3ccccc3c21	14	60*	91*	-6	x	1	51*	x
Cc1ccc(C(=O)NNC(=O)CCCCC(=O)NNC(=O)c2ccc(C)cc2)cc1	12	-4	-1	8	-0.2	2	-5	6
O=C(NC(=S)NCc1ccccc1)c1cccnc1	-6	1	-2	-11	-0.6	1	-8	12
N#Cc1nc(-c2cccc3ccccc23)oc1NCCN1CCCCC1	4	10	-11	-7	-0.3	-6	-5	-313
COc1ccccc1C1=NC(c2ccc(C)cc2)N=C1C (stereo not drawn)	-4	5	-1	-8	3.0	0	-4	18
Cc1ccc(-c2nnc(COC(=O)c3cc(=O)[nH]c4ccccc34)o2)cc1	5	-2	-1	-18	0.6	-1	-5	-196
COc1ccc(NC(=O)NCc2ccc3c(c2)OCO3)c(OC)c1	7	3	0	-4	0.6	-1	2	2
CCC(C)c1ccccc1NC(=O)COc1ccc(-c2nnco2)cc1 (stereo not drawn)	-3	-9	4	0	2.2	0	3	12
COc1ccccc1NC(=O)Nc1nc(CC(=O)NCc2cccnc2)cs1	-1	2	-8	-8	-0.5	1	-6	21
COc1ccc(Cl)cc1NC(=O)CSc1nc(N2CCOCC2)nc(N2CCOCC2)n1	-4	31	2	-11	0.2	5	14	-5
COc1ccc(C(=O)O)cc1S(=O)(=O)Nc1ccccc1C(=O)NCc1ccc2c(c1)OCO2	5	-17	8	6	0.2	0	3	-117
COc1ccc(NC(=O)Cn2nc(C(F)(F)F)c3c2CCCC3)c(OC)c1	1	2	10	-16	1.4	4	0	24
O=S(=O)(NC1CCCCCCC1)c1ccccc1	19	-7	1	-2	-0.7	-1	-5	15
CC1CN(c2nc3ccccc3nc2NS(=O)(=O)c2ccccc2)CC(C)O1 (stereo not drawn)	-1	1	-7	-8	3.1	3	-6	-491

More results:
SMILES	SENP7 inh	PfG6PD inh	ATG4B inh	SENP6 block	MPTP block	NR3A LBD binder	HKDC1 inh	SENP8 block
CCCCn1c(SCC(=O)N2CCC(C)CC2)nc2ccsc2c1=O	-1	-21	5	4	3.5	-3	-5	7
COC(=O)CC(NS(=O)(=O)c1cccs1)c1ccccc1Cl (stereo not drawn)	2	-7	-17	-3	0.5	-1	-1	7
COc1cc(-c2nc3cnccn3c2Nc2ccc(C(C)C)cc2)ccc1O	-6	-4	-26	-2	0.5	-20	-4	-295
NS(=O)(=O)c1ccc(-c2ccc(/C=C3\SC(=S)N(C4CCS(=O)(=O)C4)C3=O)o2)cc1 (stereo not drawn)	0	46	-9	9	2.9	2	18	21
Cn1c(N)c(C(=O)COC(=O)Cc2cccs2)c(=O)n(C)c1=O	6	8	-5	12	1.3	0	-1	2
Cc1cc(NS(=O)(=O)c2ccc(NC(=O)CCCC(=O)O)cc2)nc(C)n1	-1	-8	1	-1	-0.8	2	-3	22
COc1ccc(-c2ccc(CCC(=O)O)n2-c2ccccc2O)cc1	2	-8	-2	-3	0.6	0	3	-268
O=C1Nc2cc(S(=O)(=O)N3CCCC3)ccc2N2CCCC12 (stereo not drawn)	10	-5	-17	19	1.1	-4	3	-145
CCOc1ccc(NC(=O)CN(C)C(=O)c2cc3c(s2)CCC(C)C3)cc1OCC (stereo not drawn)	-4	-7	3	3	1.0	-1	3	-25
Brc1cccc(Cn2c(-c3cncs3)nc3ccccc32)c1	6	-7	3	0	1.0	-4	-6	1
CCOC(=O)N1CCN(C(=O)CN(C2CCCCC2)S(=O)(=O)c2ccc(Cl)cc2)CC1	-8	-14	-7	-12	-0.6	-5	0	7
Cc1noc(C)c1C(=O)Nc1ccccc1C(=O)NCCc1ccccc1	2	2	-4	-4	0.4	-1	1	-6
COc1ccc(Nc2nnc(SCC(=O)N3CCCC3)s2)cc1	0	23	-9	12	-1.3	-1	-1	14
CCNS(=O)(=O)c1ccc(C(=O)OCc2cc(=O)oc3cc(OC)ccc23)cc1	2	14	-10	24	1.0	-3	-3	-300
CCOC(=O)C1CCN(S(=O)(=O)c2cc(Br)cc3c2N(C(=O)C2CC2)CC3)CC1	-3	-21	-11	-5	-0.1	1	1	5
CCc1c(C)c2ccc(O)c(CN3CCCC3)c2oc1=O	-6	0	-11	-2	-0.4	1	-1	-298
O=S(=O)(c1ccc(OCC(O)CN2CCN(c3ccccc3Cl)CC2)cc1)N1CCOCC1 (stereo not drawn)	3	1	-4	-7	1.0	-1	5	5
CC(c1ccccc1)C1CC(=O)N(c2ccc(C(=O)O)cc2)C1=O (stereo not drawn)	-3	-10	5	-5	-0.8	-7	-8	24
Cc1ccc(C(=O)N2CCN(S(=O)(=O)c3ccccc3[N+](=O)[O-])C2)cc1	-3	-16	5	-8	1.6	2	-2	20
Cc1cc(OCC(=O)NCc2nc(-c3ccccc3)no2)c(C)cc1Br	-13	-22	-4	-19	0.0	-5	-9	26
CCSc1nnc(CNc2ccc(C)cc2)n1C	5	7	-10	5	2.1	1	13	9
O=C(CN(Cc1ccc(Br)cc1)S(=O)(=O)c1ccccc1)NCc1cccnc1	-2	63*	-2	-4	1.9	0	2	0
CCN1CCN(C(=O)/C=C/c2ccc(C)cc2)CC1	3	6	-11	-7	0.8	1	-3	3
Cc1ccc(-n2nnnc2SCC(=O)Nc2cc(C)on2)c(C)c1	5	-7	15	13	-0.1	2	-1	-1
COc1cc(C)c(C)cc1S(=O)(=O)N1CCCc2ccccc21	6	-4	-2	-6	-0.1	-1	3	7
Cc1nn(C)cc1C(=O)c1ccccc1	8	2	-12	1	-0.6	0	-3	-2
CCc1ccc(OCC(=O)N/N=C(\C)c2ccc(OC(F)F)cc2)cc1	-1	-13	-6	-1	-1.7	5	-7	0
O=C(CCCNS(=O)(=O)c1cccc2nsnc12)NCc1ccc(Cl)cc1	0	-4	-16	-13	0.6	-1	0	36
CC1CCc2[nH]c3ccc(C(=O)N(C)CC(=O)Nc4ccccc4C(F)(F)F)cc3c2C1 (stereo not drawn)	-1	110*	13	-1	0.7	-9	5	-5
COc1ccc(C(CNC(=O)COc2ccc(F)cc2Cl)N2CCOCC2)cc1 (stereo not drawn)	7	-12	-3	-15	0.2	2	2	-7
CCCc1cc(=O)[nH]c(SC/C=C/c2ccccc2)n1	-14	-12	-2	-11	17	3	-1	8
COc1ccc(C(=O)C(/C=N/O)=N/Nc2ccc(F)cc2)cc1	-8	-1	6	-1	1.2	2	-4	13
O=C(Nc1nccc(-c2cccs2)n1)c1ccccc1Cl	3	142*	-8	5	5.2	-1	6	14
CCOC(=O)C1CCN(C(=O)CN(c2ccc3c(c2)OCCO3)S(C)(=O)=O)CC1	-2	3	2	-10	2.0	2	-8	5
CCOc1ccc(Nc2nc(N)c3ccccc3n2)cc1	101*	2	8	96*	-0.6	28*	2	-13
Nc1ccc(C(=O)OCc2nc3ccccc3[nH]2)cc1	-3	0	-1	13	-5.7	-15	-5	18
c1ccc(-c2ncc3ccccn23)cc1	-12	0	6	-20	5.6	-2	-2	-381
Cc1ccc(O)c(CNCCNCc2cc(C)ccc2O)c1	-4	-25	-4	-13	4.3	2	-14	23
Cc1nc2nc(CSc3nc4ccccc4s3)cc(=O)n2[nH]1	-13	-21	-4	-35	-1.6	-1	-1	8
CCOc1ccc(-n2c(=S)sc3c(=O)[nH]c(SCC(=O)NCc4ccco4)nc32)cc1	-11	-19	14	9	1.3	-3	2	19
CC(C)(C)NC(=O)CSc1nccn1Cc1ccccc1	0	24	-15	-38	-0.4	1	-11	6
CCCCN1C(=O)C(O)(CC(=O)c2c(C)n[nH]c2C)c2cc(Br)ccc21 (stereo not drawn)	9	1	-9	0	0.1	-2	-7	14
CCCCOc1ccc(/C=C2/Sc3ccccc3C2=O)cc1	71*	-9	12	44	1.4	7	10	-245
CCOc1c(OC(C)=O)ccc(/C=C/c2ccc3cccc(OC)c3n2)c1[N+](=O)[O-]	-1	10	18	1	2.7	-7	9	5
COC(=O)C1=C(C)NC(=O)NC1c1ccccc1 (stereo not drawn)	2	10	2	9	-1.5	2	-7	11

Sorted by length of the SMILES (descending): some entries from above.
SMILES	SENP7 inh	PfG6PD inh	ATG4B inh	SENP6 block	MPTP block	NR3A LBD binder	HKDC1 inh	SENP8 block
CCOc1c(OC(C)=O)ccc(/C=C/c2ccc3cccc(OC)c3n2)c1[N+](=O)[O-]	-1	10	18	1	2.7	-7	9	5
CCCCN1C(=O)C(O)(CC(=O)c2c(C)n[nH]c2C)c2cc(Br)ccc21 (stereo not drawn)	9	1	-9	0	0.1	-2	-7	14
COC(=O)C1=C(C)NC(=O)NC1c1ccccc1 (stereo not drawn)	2	10	2	9	-1.5	2	-7	11
